# CHOP inhibitor – blocks CHOP induction under ER stress | inhibition, % at 10 µM | CHO-K1 CHOP-promoter luciferase, tunicamycin-induced, 15-18 h | AID 2732 | actives 3.8% (n = 220,000);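 active means compounds that reduced the stress-induced luciferase reporter signal by more than about 70% of percent inhibition, limit read from the data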;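 further: 0% = tunicamycin plus vehicle and 100% = wells without tunicamycin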
# Mdm2 ligase inh – blocks human Mdm2 ubiquitin ligase activity | Q00987 | signal enhancement, % at 5 µM | actives 0.11% (n = 210,000) | cell-based MDM2 ubiquitination luciferase reporter, 2 h; 0 = plate control, 100 = twice control, blank-subtracted;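 active means signal enhancement of 30% or more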;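 further: luminescence tracks abundance of the self-degrading MDM2-luciferase fusion protein; higher signal means inhibition of MDM2 E3 ligase activity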
#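 system = mammalian cells stably expressing self-ubiquitinating, self-degrading MDM2 E3–luciferase fusion | quantity = 2000 cells per well seeded | incubation = 4 h cell settling then 2 h compound exposure, 37 °C | signal = SteadyLite luminescence, 15 min reagent step | benchmarks = plate control and blank wells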
# p47phox inh – blocks human p47phox regulatory protein of NADPH oxidases. P14598. p47phox/p22phox peptide binding, fluorescence polarization, 2 h. inhibition, % at 24.7 µM. actives 0.53% (n = 220,000). AID 1274;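 active means inhibition above about 30%, limit read from the data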;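 further: 0% = p47phox with labelled peptide and 100% = labelled peptide alone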
# Runt-SMMHC FRET – blocks binding of human RUNX1 Runt domain to CBFb-SMMHC. Cerulean-Runt/Venus-CBFb-SMMHC FRET ratio 530/480, 1 h. Q01196+Q13951. inhibition, % at 20 µM. actives 0.74% (n = 220,000). AID 1434;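 active means mean inhibition across duplicate retests at 20 µM reaching about 50%, limit read from the data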;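 further: 0% = DMSO wells and 100% = wells with excess untagged CBFb-SMMHC; inhibitors lower the FRET ratio by blocking Runt binding to CBFb-SMMHC; some results filed as inactive read as strong as hits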
# Target sequence (Q01196 whole entry, looked up, the tested form may be a part): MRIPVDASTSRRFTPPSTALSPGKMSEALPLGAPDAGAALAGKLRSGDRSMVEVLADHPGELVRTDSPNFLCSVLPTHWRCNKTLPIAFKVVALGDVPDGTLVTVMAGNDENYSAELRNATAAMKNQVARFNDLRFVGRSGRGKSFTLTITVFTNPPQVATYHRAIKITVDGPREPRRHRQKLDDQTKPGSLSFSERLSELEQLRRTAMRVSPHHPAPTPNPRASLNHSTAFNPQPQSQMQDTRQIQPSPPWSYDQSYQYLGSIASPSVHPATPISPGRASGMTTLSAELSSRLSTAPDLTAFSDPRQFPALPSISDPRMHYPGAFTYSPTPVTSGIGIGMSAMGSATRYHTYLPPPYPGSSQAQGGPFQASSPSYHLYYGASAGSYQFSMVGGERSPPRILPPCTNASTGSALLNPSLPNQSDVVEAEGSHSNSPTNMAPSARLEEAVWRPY
# Target sequence (Q13951 whole entry, looked up, the tested form may be a part): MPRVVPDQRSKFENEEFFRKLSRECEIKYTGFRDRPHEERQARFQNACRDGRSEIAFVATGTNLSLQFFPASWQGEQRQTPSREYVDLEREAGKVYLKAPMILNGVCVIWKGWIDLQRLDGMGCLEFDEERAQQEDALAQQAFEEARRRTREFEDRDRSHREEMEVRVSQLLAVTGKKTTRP
# PPC-1+TRAIL kill – compounds killing PPC-1 cancer cells with TRAIL present (potentiator screen, no TRAIL-free arm); PPC-1 cells + TRAIL, ATPLite viability luminescence; cell killing (% activity), % at 4 µM; actives 0.41% (n = 220,000); AID 1443;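 active means cell killing above 50% in the first pass at 4 µM, then a duplicate retest at 5 µM averaging 50% or more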;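 further: plate controls were cells with TRAIL plus DMSO for no effect and medium-only wells lacking cells for full effect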
# EBV gp42 block – EBV gp42 inhibition; inhibition, % (tested at 21.74 µM); actives 0.42% (n = 220,000); Q1HVG2; Fluorescence polarization binding assay, mP read-out; in the data active means inhibition above about 50%
# Target sequence (Q1HVG2 whole entry, looked up): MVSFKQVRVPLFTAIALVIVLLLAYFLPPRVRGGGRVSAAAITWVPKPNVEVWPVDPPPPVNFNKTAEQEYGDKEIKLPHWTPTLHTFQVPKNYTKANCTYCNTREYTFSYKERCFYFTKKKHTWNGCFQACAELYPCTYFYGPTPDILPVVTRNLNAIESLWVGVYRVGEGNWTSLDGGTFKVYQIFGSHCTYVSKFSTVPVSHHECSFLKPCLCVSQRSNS
# TRPML3 agonist – human mucolipin-3 channel agonism. actives 0.29% (n = 220,000). AID 1448. HEK293 TRPML3-YFP, Fluo-8 calcium fluorescence; 100% = the carbachol control signal. Q8TDD5. activation, % at 3 µM;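 active means activation above its plate's cutoff, the mean activation of the plate's test wells plus 3 SD, cut at about 12% in these data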;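 further: 0% = DMSO only wells and 100% = carbachol wells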
#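 Material: TRPML3-YFP stable HEK293 cells | Dosing: One concentration, 3 µM nominal, 0.3% DMSO | Timing: 125 s total fluorescence read per well | Technique: Fluo-8 calcium dye fluorescence, ex 470-495, em 515-575 nm | Measure: Percent activation from peak-to-basal fluorescence ratio, scaled between DMSO and carbachol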
# zfTRPN1 agonist – agonists of zebrafish TRPN1 channel; actives 0.18% (n = 220,000); activation, % at 3 µM; HEK293 zebrafish TRPN1-YFP, Fluo-8 calcium fluorescence; 100% = response to 87 µM carbachol;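 active means activation above its plate's cutoff, the mean activation of test wells on that plate plus 3 SD, cut at about 19% in these data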;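 further: 0% = DMSO alone and 100% = 87 µM carbachol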
#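 Material: zebrafish TRPN1-YFP in HEK293 cells; Doses: single test compound dose, 3 µM nominal, 0.3% DMSO; Timing: dye loading 1 h at 37 °C, then 30 min room temperature; Technique: intracellular calcium fluorescence with Fluo-8; Benchmarks: high carbachol 87 µM, low DMSO alone.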
# TNF necrop inh – TNF-alpha cell death inhibition in Jurkat FADD-/- cells | Jurkat FADD-/- TNF necroptosis rescue, ATP luminescence, 24 h; 0 = TNF only, 100 = no-TNF cells | activation (protection from cell death), % at 10 µM | actives 0.068% (n = 220,000) | AID 463075;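 active means activation, meaning protection from cell death, of at least 50% relative to plate controls; inactive means activation below 50%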;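 further: necroptosis triggered by 40 ng/mL TNF-alpha added together with compound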
# * = called active by the depositor; . = no result given.
canonical_smiles	CHOP inhibitor	Mdm2 ligase inh	p47phox inh	Runt-SMMHC FRET	PPC-1+TRAIL kill	EBV gp42 block	TRPML3 agonist	zfTRPN1 agonist	TNF necrop inh
O=C(CSc1nc(-c2ccc(F)cc2)nc2c1Cc1ccccc1O2)Nc1cccc(C(=O)O)c1	21	-7	-134	-17	-5	71*	0.2	1.4	-0.9
COc1ccc([N+](=O)[O-])cc1NC(=O)CSCc1ccccc1C	27	8	-12	0	15	4	-0.1	-1.0	1.0
CN(CCc1ccccn1)C(=O)CN(C)S(=O)(=O)c1ccc2c(c1)c(=O)n(C)c(=O)n2C	2	2	-1	0	23	-13	0.4	-0.8	0.0
CCc1nnc(NC(=O)c2cccc(OC)c2)s1	-13	-7	-3	0	9	-6	0.3	-0.7	-0.5
CCN(CC)CCNC(=O)Cn1c(-c2ccccn2)nc2ccccc21	10	-6	-5	-4	-2	-6	0.3	0.3	-0.8
Clc1cccc(Cl)c1Cn1cnc(=NCc2ccco2)c2[nH]cnc21	31	-6	-17	3	-5	-11	0.9	3.7	-2.0
CCOC(=O)c1ccc(-c2ccc(/C=N/NC(=O)c3cncc(Br)c3)o2)cc1	-22	-8	-48	-54	7	-44	0.2	-0.4	2.2
COc1ccc(C(=O)Oc2cc(/C=N/NS(=O)(=O)c3ccccc3)ccc2OC)cc1	39	-9	-19	-3	9	-3	-0.1	-1.2	0.2
CC1Cc2cc(-c3csc(NC(=O)Cc4cccs4)n3)ccc2N1S(C)(=O)=O (centres undefined)	.	-2	-24	-22	1	-10	3.7	9.1	-9.7
Nn1c(SCC(=O)Nc2ccc(Oc3ccccc3)cc2)nnc1C1CC1	3	-10	-15	-3	15	-7	0.3	1.2	-0.4
COc1cc2c(cc1NC(=S)NC(=O)/C=C/c1ccco1)oc1ccccc12	-43	-2	-14	1	-9	-16	0.0	0.8	1.4
CN1CCc2c(sc(/N=C/c3cc(C(C)(C)C)ccc3O)c2C#N)C1	18	-29	-25	-3	-18	-13	0.0	0.7	-4.5
CN(Cc1cn(C)nc1-c1ccc(Oc2ccccc2)cc1)C1CCOC1 (centres undefined)	14	-6	-5	2	-4	-4	0.0	1.3	-1.1
CCOC(=O)c1cnc(NCc2ccccc2)nc1C	13	0	1	0	-6	-11	-0.4	0.6	3.1
CC(=O)N1CCN(c2ccc(NC(=O)c3ccccc3Br)cc2Cl)CC1	-14	-1	-7	4	-18	9	0.5	2.2	2.0
CNCc1nc2ccccc2[nH]1	-2	4	-3	-7	2	-6	1.1	0.0	0.3
Cc1nnc(NC(=O)C2CCCN(S(=O)(=O)c3ccccc3C(F)(F)F)C2)s1 (centres undefined)	39	2	-4	-2	11	-23	-0.8	-1.1	-4.0
O=C(CSc1cccc[n+]1[O-])Nc1ccc(C(F)(F)F)cc1[N+](=O)[O-]	-1	-20	-3	2	9	-5	0.8	1.2	0.9
CCCSc1nc2sc3c(c2c(=O)n1CC)CC(C)(C)OC3	8	1	-5	0	-16	-7	0.3	0.4	0.2
N#CCc1ccc(NS(=O)(=O)c2cccs2)cc1	-5	9	-11	1	20	-6	0.1	1.4	3.2
CC1CN(C(=O)Nc2ccc3c(c2)OCCO3)CC(C)O1 (centres undefined)	1	-4	3	0	5	-9	-0.2	2.9	1.4
Cc1ccc(NNC(=O)c2ccc(Cl)cc2)nn1	-5	-19	0	-6	18	-13	0.2	-1.0	4.2
CC1(C)CC(=O)C(N=Nc2ccc(F)cc2)=C(O)C1	11	.	-3	-1	7	-5	2.1	1.9	-1.6
COc1ccc(/C=N/NC(=O)c2ccc(=O)[nH]n2)cc1OC	-4	-14	-2	4	-2	-27	0.5	-0.1	-1.5
O=C(CC1Sc2ccccc2NC1=O)Nc1ccccc1[N+](=O)[O-] (centres undefined)	13	-89	4	-1	8	3	-0.2	-0.2	1.1
Cc1ccnn1CC(=O)N/N=C/c1cn[nH]c1-c1ccc(F)cc1	14	-16	-22	2	-10	31	-0.7	-1.6	1.6
O=S(=O)(c1ccc2oc3ccccc3c2c1)N1CCCC1	9	16	-11	-2	26	-10	0.0	-0.8	-0.3
Cc1nc2c(C#N)c(C)[nH]n2c(=O)c1Cc1ccccc1	-19	-17	-21	-4	18	-20	0.0	0.0	-1.6
CSc1nnc(-c2sc3cc(C(F)(F)F)cnc3c2-c2ccccn2)n1C	37	-9	-15	-9	12	3	0.2	-0.9	0.3
CCc1ccc(N2CC(C(=O)N/N=C/c3cc([N+](=O)[O-])ccc3O)CC2=O)cc1 (centres undefined)	10	-13	-29	1	-13	-14	0.5	-2.2	-5.7
Cc1ncc(C[n+]2csc(CCOC(=O)CC3C4CC5CC(C4)CC3C5)c2C)c(N)n1 (centres undefined)	-7	-6	-7	2	-10	-11	0.0	1.9	-0.9
Cn1c(SCc2n[nH]c(=S)n2-c2ccccc2)nnc1-c1ccccc1	8	-1	-6	8	2	-20	0.2	-0.2	0.1
O=C(COc1ccc2ccccc2c1)NC1CC1	-18	-10	-9	0	32	-5	0.6	-0.6	-1.0
O=C(/C=C/c1ccc(Cl)cc1)N1CCN(c2ncccn2)CC1	-6	-6	-13	-5	26	-5	-0.5	-0.3	-0.2
CCOC(=O)C1CC(C)=C(C)CC1C(=O)O (centres undefined)	8	-2	-16	-4	2	-16	0.9	0.7	-1.0
O=C(O)c1cccc(Cn2c(Cl)c(/C=N/NC(=O)c3cccc(O)c3)sc2=O)c1	4	-19	-14	2	-16	-15	1.4	-1.3	-0.9
C=CC[n+]1c(-c2ccccc2)csc1NC(C)(C)C	19	-4	3	-1	16	-3	0.7	-0.9	0.6
Cc1cc(/C=N/O)c(C)n1-c1cccc(Cl)c1	10	2	-19	-1	28	-6	-0.8	-1.6	-3.4
O=C(Nc1cccc(F)c1)NC1CC2CCCC(C1)N2C1CC1 (centres undefined)	28	-11	-15	1	6	-2	0.7	0.3	-1.6
Cc1cc(C(=O)CSc2n[nH]c(N)n2)c(C)n1-c1cc(F)ccc1F	10	3	-15	0	5	-15	0.2	0.6	-4.1
COc1ccc2[nH]c3c(c2c1)CCn1c-3nc2sc(C(=O)Nc3ccccc3)c(C)c2c1=O	7	-11	9	63	25	-29	0.9	-0.1	0.7
COc1ccc(-c2nnc(SC(C)C(=O)NCc3ccc4c(c3)OCO4)n2Cc2ccco2)cc1 (centres undefined)	1	-5	-7	8	12	-8	-0.8	-2.3	-1.2
Cc1ccc(S(=O)(=O)NCC2CCC(C(=O)NCc3ccc4c(c3)OCO4)CC2)cc1 (centres undefined)	6	-1	0	-4	-5	-6	-0.5	-0.7	1.1
CCCc1cc(C(=O)Nc2c(C)n(C)n(-c3ccccc3)c2=O)no1	33	-4	-2	-5	22	-19	0.3	-0.1	1.9
CCN(CC(O)CON=C1c2ccccc2-c2ccccc21)S(=O)(=O)c1ccc(C)cc1 (centres undefined)	61	-10	-13	2	4	-9	0.5	-1.3	5.5
Cc1cn(Cc2ccccc2Cn2cc(C)c(=O)[nH]c2=O)c(=O)[nH]c1=O	8	-10	-13	0	-2	-10	0.4	1.4	1.3
COc1cc(C)ccc1OCCOCCOc1ccccc1[N+](=O)[O-]	34	-6	-19	-2	-5	1	-0.4	-0.5	1.3
COc1ccc(N2C(=NC(C)=O)SC3CS(=O)(=O)CC32)cc1OC (centres undefined)	34	-18	-5	0	0	-23	0.0	1.4	-3.3
CCCNC(=S)N1CCN(c2nc(C)nc3sc4c(c23)CCCC4)CC1	36	-2	-7	4	19	20	-0.5	1.6	1.2
CCOc1ccc(N2CC(O)=C(c3ccccc3)C2=N)cc1	8	-3	1	-2	-1	-12	0.4	1.9	-0.2
Cc1cccc(CN2CCN(CC(=O)N3CCCC3)C2=O)c1	19	-16	-1	4	-10	-14	0.7	-0.5	-1.3
S=C(NCc1ccccn1)Nc1ccccc1	-8	-7	-10	1	17	-5	0.6	-1.7	0.1
Cc1cc(C(F)(F)F)nn1CC(=O)NNC(=S)Nc1ccc(Cl)cc1	11	-15	-7	0	14	-8	-0.2	0.0	-2.6
NC(=O)N(CCC(=O)O)c1ccccc1	15	-8	-9	5	-8	-3	0.9	1.4	1.0
N#Cc1cccc(NC(=O)Nc2cccs2)c1	24	-12	-16	10	0	-15	4.2	6.1	4.5
COc1ccc(/C=N/NC(=O)c2ccoc2C)cc1O	2	0	1	2	0	-1	0.4	-1.4	0.7
Cc1c(O)ccc(C(=O)COc2ccccc2F)c1O	-16	3	-4	0	-4	11	0.3	-0.1	-7.8
O=C(Nc1nc2ccccc2s1)c1cc(-c2ccco2)nc2ccccc12	18	-16	2	32	4	-5	0.1	0.0	2.4
CC(C)CCNC(=O)COc1ccc(C(=O)c2ccccc2)cc1	23	-6	8	1	-3	-2	1.5	4.5	-2.3
O=C(O)c1cccc(NC2=C(Cl)C(=O)c3ccccc3C2=O)c1	-72	-2	11	-55	24	-11	0.5	0.3	-8.2

# (cont.)
canonical_smiles	CHOP inhibitor	Mdm2 ligase inh	p47phox inh	Runt-SMMHC FRET	PPC-1+TRAIL kill	EBV gp42 block	TRPML3 agonist	zfTRPN1 agonist	TNF necrop inh
COCCNC(=O)C1=NOC(Cn2cc(C#N)c(=O)n(C)c2=O)C1 (centres undefined)	-3	-9	-1	-3	10	-7	0.6	1.2	0.2
COc1ccc(NCC(O)Cn2cnc3c2c(=O)n(C)c(=O)n3C)cc1 (centres undefined)	42	4	-8	-4	18	-8	0.8	-1.4	1.4
CCCC1C2CN(C(C)C)CC=C2C(C#N)=C(N)C1(C#N)C#N (centres undefined)	-6	-3	-19	40	-5	69*	1.8	2.5	0.9
Cc1nn(-c2cccc3cccnc23)c(=O)c2ccccc12	40	-11	-4	-1	15	3	0.8	1.1	-0.5
CC(C)(C)c1cnnn1-c1cccc([N+](=O)[O-])c1	35	2	-8	1	7	-6	0.5	0.3	-0.3

# Record cards, from the list above:
# Shown for Cn1c(SCc2n[nH]c(=S)n2-c2ccccc2)nnc1-c1ccccc1 : CHOP inhibitor: 8; Mdm2 ligase inh: -1; p47phox inh: -6; Runt-SMMHC FRET: 8; PPC-1+TRAIL kill: 2; EBV gp42 block: -20; TRPML3 agonist: 0.2; zfTRPN1 agonist: -0.2; TNF necrop inh: 0.1
# Shown for COc1ccc([N+](=O)[O-])cc1NC(=O)CSCc1ccccc1C : CHOP inhibitor: 27; Mdm2 ligase inh: 8; p47phox inh: -12; Runt-SMMHC FRET: 0; PPC-1+TRAIL kill: 15; EBV gp42 block: 4; TRPML3 agonist: -0.1; zfTRPN1 agonist: -1.0; TNF necrop inh: 1.0

# Compound activity as filed in PubChem BioAssay.
